AT treatment = candidate therapy for ataxia-telangiectasia; […] A-T fibroblasts, KAP-1 phosphorylation AlphaLISA; neocarzinostatin DNA damage 30 min before lysis; Potency, µM (highest dose often 57.5 µM), for the others: at the highest dose activation, actives largely listed as activators; 320,000 compounds, 0.19% hits; AID 485349; also: potency is read from the fitted curve at half-maximal effect; % of control where 0% means no effect; nearly all actives have a fitted effect of over 45% in size
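ATM-like activity read as KAP-1 phosphorylation via AlphaLISA donor/acceptor antibody pairs after lysis and 6 hr at 25C. Cells were ATM-null patient fibroblasts ([…], hTERT), dosed 60 min, then exposed to the DSB inducer NCS for 30 min.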
ASM inhibitor = blocks human secretory acid sphingomyelinase; 340,000 compounds, 0.006% hits; AID 504937; P17405; Potency, µM (top dose mostly 57.5 µM), for inactives: at the top dose activity change, negative = inhibition, hits mostly inhibitors; placental ASM, HMU-PC fluorogenic substrate, 60 min; also: potency is read from the fitted curve at half-maximal effect
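qHTS format. ASM enzyme prepared from human placenta hydrolyses the fluorogenic substrate HMU-PC0 (9 uM final) over 60 min at 37 °C after a 10 min compound preincubation.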
Mito fusion act = blocks mitochondrial division or promotes mitochondrial fusion; Potency, µM (series often up to 46.1 µM), for the others: top-dose growth rescue (activation), actives largely listed as activators; 320,000 compounds, 0.23% hits; S. cerevisiae fusion-defective mutant growth rescue, CellTiterGlo 48 h;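 also: potency is read from the fitted curve at half-maximal effect; % of control where 0% means no effect; nearly all actives have a fitted effect of over 45% in size; temperature-sensitive fusion mutants such as fzo1-1 at 37 °C on non-fermentable ethanol glycerol medium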
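Growth-rescue viability read-out: after 48 h at the non-permissive 37C in glycerol/ethanol YPEG, yeast mitochondrial fusion mutants are measured by CellTiterGlo luminescence; compounds (23 nl pinned per well) restoring growth score as division inhibitors or fusion activators.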
TSG101-PTAP inh = blocks PTAP/TSG101 interaction to inhibit HIV-1 budding; Q99816; Fluorescence polarization, FITC-PTAP peptide / Tsg101 binding; Potency, µM (doses to about 115 µM), for inactives: at the highest dose activity change, negative = inhibition, most hits filed as inhibitors; 340,000 tested, under 10 active; active = well fitted inhibition curve with a large enough effect in the main read-out, with a control signal flat, not every such curve was filed as active; inconclusive = small, poorly fitted or top-dose-only effect, or effect the other way, or a change in a side signal; inactive = no such curve, though single readings can be large or run the other way; also: potency is read from the fitted curve at half-maximal effect; % of control where 0% means no effect
Target sequence (Q99816 whole entry, looked up): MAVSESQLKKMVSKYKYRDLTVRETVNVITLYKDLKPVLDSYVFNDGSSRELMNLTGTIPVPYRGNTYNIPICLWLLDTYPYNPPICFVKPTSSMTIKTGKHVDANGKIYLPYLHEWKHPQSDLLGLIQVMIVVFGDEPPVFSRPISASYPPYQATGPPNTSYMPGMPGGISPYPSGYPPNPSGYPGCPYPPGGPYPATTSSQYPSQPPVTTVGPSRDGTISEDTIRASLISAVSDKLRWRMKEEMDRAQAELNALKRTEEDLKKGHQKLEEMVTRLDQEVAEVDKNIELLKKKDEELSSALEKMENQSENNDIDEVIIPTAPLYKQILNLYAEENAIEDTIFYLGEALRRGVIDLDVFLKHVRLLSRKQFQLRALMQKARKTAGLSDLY
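Steps: Tsg101 binding domain dispensed (10 uM final), compounds pinned in DMSO, FITC-labeled PTAP-motif peptide added (50 nM final); after 20 min binding at room temperature, polarization measured.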
Menin-MLL TR inh = menin-MLL binding inhibition, Texas Red mutant peptide. O00255. Menin + Texas Red MLL mutant peptide, fluorescence polarization. Potency, µM (series often up to 61.6 µM), inactives show top-dose FP activity change, negative = inhibition, usual class: inhibitors. 270,000 compounds, 0.23% hits; active = well fitted inhibition curve with a large enough effect in the polarisation, with a control signal flat, not every such curve was filed as active; inconclusive = small, poorly fitted or top-dose-only effect, or effect the other way, or a change in a side signal; inactive = no such curve, though single readings can be large or run the other way; the % refers to the polarisation; also: potency is read from the fitted curve at half-maximal effect; % of control where 0% means no effect; many of its hits are not listed in these tables
a7 integrin act = integrin-mediated muscular dystrophy alleviation activation. alpha7betagal myoblasts, beta-gal FDG fluorescence, 48 h. Potency, µM (top dose mostly 38.3 µM), inactives show at the top dose activation, hits mostly activators. 350,000 compounds, 0.064% hits. AID 624291;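 also: potency is read from the fitted curve at half-maximal effect; 100% = response of the positive control SU9516; nearly all actives have a fitted effect of over 60% in size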
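alpha7betagal+/- myoblasts (passage 13, 250/well) treated 48 h at 37C with compounds at 1:260 dilution of DMSO stock. Lysed, then beta-galactosidase activity read as FDG fluorescence (ex 480/em 540) after 30 min, with pre-read for autofluorescence.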
TCR act = activators of T cell receptors; primary human leukocytes, anti-CD3, IL-2 HTRF, 48 h; Potency, µM (highest dose often 9.22 µM), without a hit: at the highest dose activation of IL-2 secretion, actives largely listed as activators; 330,000 tested, under 10 active; AID 504894; also: % of control where 0% means no effect
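IL-2 produced over 48 hr by a-CD3 bead-stimulated primary human leukocytes exposed to compounds was detected with a homogeneous time-resolved FRET immunoassay, 665nm acceptor signal after 320nm excitation.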
MLL CXXC-DNA inh = MLL CXXC-DNA interaction inhibition. Q03164. AID 2662. 290,000 compounds, 0.037% hits. Potency, µM (titrated, usually from 115 µM), for inactives: at the highest dose activity change, negative = inhibition, hits mostly inhibitors. MLL-CXXC / FITC-HOXA9 DNA fluorescence polarization; active = well fitted inhibition curve with a large enough effect in the polarisation, with a control signal flat, not every such curve was filed as active; inconclusive = small, poorly fitted or top-dose-only effect, or effect the other way, or a change in a side signal; inactive = no such curve, though single readings can be large or run the other way; the % refers to the polarisation; also: potency is read from the fitted curve at half-maximal effect
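Fluorescence polarization: 7 uM MLL-CXXC (stock) preincubated 5 min with compounds, then 50 nM fluorescein-HOX-A9 DNA (stock) added; 30 min ambient. Buffer 50 mM Tris-HCl pH 7.5, 50 mM NaCl, 1 mM DTT, 0.05% BSA.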
MBNL1 CUG block = blocks human MBNL1 binding to CUG repeat RNA; 280,000 compounds, 0.036% hits; Potency, µM (doses to about 57.5 µM), for the others: at the highest dose activity change, negative = inhibition, usual class: inhibitors; Q9NR56; AID 2675; TR-FRET MBNL1-His/biotin-(CUG)12 binding, 665/545 ratio; active = well fitted inhibition curve with a large enough effect in the signal ratio, with a control signal flat, not every such curve was filed as active; inconclusive = small, poorly fitted or top-dose-only effect, or effect the other way, or a change in a side signal; inactive = no such curve, though single readings can be large or run the other way; the % refers to the signal ratio; also: potency is read from the fitted curve at half-maximal effect; % is scaled to controls: 0 for no effect and ±100 for the full control effect
Target sequence (Q9NR56 whole entry, looked up): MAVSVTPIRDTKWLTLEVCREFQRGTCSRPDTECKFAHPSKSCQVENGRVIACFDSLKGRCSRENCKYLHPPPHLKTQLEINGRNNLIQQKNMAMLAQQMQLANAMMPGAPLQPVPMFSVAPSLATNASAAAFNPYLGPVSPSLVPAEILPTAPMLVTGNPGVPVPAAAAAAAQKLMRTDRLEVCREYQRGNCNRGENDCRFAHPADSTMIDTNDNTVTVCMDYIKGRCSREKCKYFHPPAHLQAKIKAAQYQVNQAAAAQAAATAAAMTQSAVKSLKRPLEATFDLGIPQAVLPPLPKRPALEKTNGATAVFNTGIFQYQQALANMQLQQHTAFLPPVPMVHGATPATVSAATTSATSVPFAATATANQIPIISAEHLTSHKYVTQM
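Inhibition of protein-RNA binding appears as loss of TR-FRET between terbium anti-His antibody on MBNL1-His and streptavidin-XL665 on biotin-(CUG)12. Activity is normalized to buffer-only and uninhibited-complex controls.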
TSHR antagonist = blocks TSH signaling through the human TSH receptor; TSHR-expressing cells, TSH-stimulated cAMP HTRF, 2 h; stronger effect = lower value; activity change, negative = inhibition, % at 11.5 µM; 330,000 compounds, 0.2% hits;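 active = activity change below a set negative limit, meaning inhibition stronger than a set level, cut at about -70% in these data; inconclusive = activity change between two set negative limits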; also: % is scaled to controls: 0 for no effect and ±100 for the full control effect
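Competitive HTRF cAMP read-out (cryptate anti-cAMP antibody, cAMP-d2; 30 min, room temperature) in freshly harvested TSHR cells. Compounds added before TSH at EC80 (4nM final), followed by 2 hours' incubation at 37 deg C.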
Numbers without * were called inactive; ? = inconclusive; . = not tested or not shown; [ ] = dose if it differs, or a comment. Unless noted, calls follow the shape of the dose curve; as a rule, active = well fitted curve in the direction sought with a large enough effect; inconclusive = small, poorly fitted or top-dose-only effect, or another doubt; inactive = no such curve, though single readings can be large; an effect the other way counts as inactive or inconclusive. An excerpt; the hit share may differ from the screen's.

Second line of a record – AT treatment | ASM inhibitor | Mito fusion act | TSG101-PTAP inh | Menin-MLL TR inh | a7 integrin act | TCR act | MLL CXXC-DNA inh | MBNL1 CUG block | TSHR antagonist
#1 O=C(CSc1c2c(nc3ccc(Cl)cc13)CCCC2)NCCCN1CCOCC1
    4% | 0% | -7% | -7% | 10% | -28% | -3% | 4% | 22% | 6
#2 CC1(C)C2CCC(C2)C1(C)NC(=O)CNCC1CCCCC1 (centres undefined)
    14% | -2% | -20% | -2% | -16% | -50%[inhibitor] | -4% | 10% | 0% | -3
#3 Cc1cc(C)nc(NC(N)=S)n1
    -9% | 3% | -15% | -1% | . | -15% | 1% | -9% | -8% | -8
#4 COc1cccc(COCCN2CCN(S(=O)(=O)c3ccc(C)cc3)CCC2=O)c1
    2% | -1% | 4% | 0% | -13% | -6% | -2% | 3% | 11% | 8
#5 O=C(CSc1nnc(NC(=O)c2c(F)cccc2F)s1)NCc1ccccc1
    2% | -1% | -4% | -4% | 3% | -16% | -3% | 4% | 3% | 0
#6 COCc1cc(C)nc(SCc2ccc([N+](=O)[O-])cc2)c1C#N
    ? | -3% | 10% | -1% | -1% | -19% | 4% | -5% | ? | 22
#7 Cc1ccc(-c2cc(C)nc3nc(N)nn23)cc1
    7% | 13% | -4% | -5% | . | -2% | 2% | -5% | -1% | -5
#8 CC(=O)C1=C(C)OC(N)=C(C#N)C1c1cccc([N+](=O)[O-])c1 (centres undefined)
    -11% | 8% | 23% | 1% | 14% | -10% | -8% | -8% | ? | 13
#9 CN(C(=O)COC(=O)c1ccc2c(=O)n3c(nc2c1)CCC3)C1CCS(=O)(=O)C1 (centres undefined)
    -3% | 31% | 6% | -1% | 8% | 12% | 0% | -4% | 5% | -1
#10 COc1ccc2cc3c(N)nn(C(=O)c4ccc(Cl)c([N+](=O)[O-])c4)c3nc2c1
    -9% | 1% | -1% | -4% | 3% | 24% | -3%[46.1 µM] | 34%[activator] | -3% | 1
#11 Cc1nc(-c2noc(-c3ccc(Cl)cc3)n2)c(C(F)(F)F)o1
    3% | 3% | -1% | -4% | . | 19% | 1% | 7% | . | 2
#12 C#CCOc1ccc(OC)cc1C(c1c(C)[nH][nH]c1=O)c1c(C)[nH][nH]c1=O
    3% | 4% | 1% | -2% | -2% | -13% | 2% | -9% | 6% | 5
#13 CCc1ccc(OCC(=O)NC(C)(C)C)cc1
    4% | 2% | 1% | -2% | 1% | 21% | 1%[46.1 µM] | 3% | ? | 8
#14 O=C(COC(=O)c1cccc(S(=O)(=O)N2CCc3ccccc32)c1)Nc1ccc(Cl)cn1
    4% | -1% | 19% | -2% | 14% | 6% | -3%[46.1 µM] | 13% | 14% | -13
#15 CC(=O)Nc1ccc(/C=C(\C#N)C(=O)NCc2ccccc2)cc1
    0% | -3% | -2% | -1% | 0% | -12% | 4%[46.1 µM] | 3% | . | -5
#16 O=[N+]([O-])c1ccc(Sc2cccc[n+]2[O-])c2nonc12
    -11% | 2% | -29% | ? | . | -93%[inhibitor] | 9% | ? | ? | -91*
#17 S=c1[nH]nc(NCCc2ccccc2)s1
    2% | 2% | 3% | -2% | 16% | -14% | 3% | 10% | -18% | -1
#18 Cc1cccc(C)c1NC(=O)c1cc(S(=O)(=O)N2CCOCC2)cn1C
    10% | 0% | -2% | -7% | -7% | 9% | 1% | . | -10% | -2
#19 c1cncc(-c2nn3cnnc3s2)c1
    0% | -6% | -2% | -8% | -22% | 22% | -2% | -1% | 4% | -4
#20 CC(=O)c1ccc(NC(=O)CCn2c(=O)oc3ccccc32)cc1
    1% | 3% | 2% | -4% | 19% | 0% | -5% | -2% | -2% | -5
#21 CN(C)S(=O)(=O)c1cccc(C(=O)Nc2ccc3c(c2)CCC3)c1
    -6% | -4% | -23% | -1% | 29% | 2.8µM* | -5% | -6% | 1% | -7
#22 OCCN1CCN(CC(O)COCCOc2ccc(Br)cc2)CC1 (centres undefined)
    -10% | -2% | 4% | -4% | -1% | -3% | 0%[46.1 µM] | 21% | -13% | 25
#23 CCN1CCN(C(=O)c2cc(=O)c3cc(C)ccc3o2)CC1
    1% | 2% | -1% | -7% | 2% | ? | 2% | 7% | -2% | -3
#24 O=C(c1ccccc1SCc1ccccc1)N1CCOCC1
    -2% | 4% | 15% | -2% | 1% | 32% | -3% | 2% | 0% | -5
#25 CCN(CC)C(=O)C1CCCN(c2ccc([N+](=O)[O-])cc2[N+](=O)[O-])C1 (centres undefined)
    2% | ? | -3% | -4% | 0% | 22% | 13% | -7% | ? | -5
#26 Cc1ccc(Cl)c(OCC(=O)Nc2ccccc2C(=O)NC2CC2)c1
    13% | 1% | 2% | 1% | . | 2% | -1% | 13% | -1% | 0
#27 CC1CCCN(C(=S)SCC(=O)O)C1 (centres undefined)
    4% | 3% | -7% | -1% | -5% | 17% | 0%[46.1 µM] | 0% | . | 5
#28 COc1ccc(NC(=O)COC(=O)C2CC2)cc1S(=O)(=O)N1CCCCC1
    0% | -1% | -8% | -6% | . | 5% | 4% | . | . | 5
#29 O=C(CCN1C(=O)[C@H]2CC=CC[C@H]2C1=O)NCc1nc(-c2ccccc2)no1
    4% | 4% | 1% | -6% | . | -20% | 1% | 4% | 0% | 11
#30 CS(=O)(=O)c1ccc(C2=C(c3ccccc3)C(=O)OC2)cc1
    . | -3% | . | 2% | 0% | . | 3% | -3% | . | .
#31 COc1ccccc1NC(=O)c1c(C)oc2c1CCCC2
    8% | -3% | 12% | -4% | -1% | -16% | -1%[46.1 µM] | 1% | -6% | -23
#32 COc1cc2nc(C3CCC3)n(NC(=O)c3ccco3)c(=O)c2cc1OC
    -4% | -11% | 2% | -5% | 19% | 2% | 0% | 1% | 8% | 48
#33 CC(C)CN(C(=O)CN(C)S(=O)(=O)c1ccc(Cl)cc1)C1CCS(=O)(=O)C1 (centres undefined)
    1% | 4% | -1% | . | -2% | -14% | 4% | 2% | -9% | -8
#34 Cc1nnc(SC(C)C(=O)N2CCc3ccccc32)s1 (centres undefined)
    3% | -1% | 2% | -2% | . | 0% | 11% | -6% | -1% | -3
#35 Clc1ccc(Cn2cccn2)cn1
    2% | 3% | 7% | 1% | 2% | 24% | -9% | -6% | -5% | 1
#36 CCN(CC)P(=O)(Nc1cccc(C(F)(F)F)c1)c1ccc(N(C)C)cc1NC(=O)c1ccco1 (centres undefined)
    -4% | -28% | -5% | -7% | -16% | -15% | -6% | 7% | -18% | 8
#37 CC1Nc2ccc(C(=O)NC3CCCCC3)cc2NC1=O (centres undefined)
    5% | 39%[activator] | -4% | -2% | -25% | -31%[inhibitor] | -6% | 12% | 13% | -2
#38 O=C(Nc1cccc(C2=NCCN2)c1)Nc1cccc(C2=NCCN2)c1
    . | -7% | . | -4% | -8% | . | 3% | -1% | . | .
#39 O=C(COC(=O)c1cccnc1)Nc1cccc2ccccc12
    -6% | 3% | -7% | -5% | 8% | -25% | 4% | 1% | ? | 2
#40 CC(NC(=O)c1ccc(Br)o1)c1ccc(-n2ccnc2)cc1 (centres undefined)
    26% | 1% | . | -8% | . | 10% | 1% | . | . | -3
#41 O=C(Nc1nnc(-c2ccccc2Cl)o1)c1cc2cc([N+](=O)[O-])ccc2s1
    3% | . | 15% | . | -5% | . | -1%[46.1 µM] | -2% | . | 3
#42 O=S(=O)(NCc1cccnc1)c1ccc(Cl)s1
    -4% | 1% | 0% | -8% | 5% | 27% | -2% | 6% | 5% | -22
#43 COc1ccc(Cc2[nH]n3c(=O)cc(C)nc3c2-c2ccccc2)cc1
    -2% | -8% | -6% | 0% | -3% | 12% | 2% | -3% | -2% | -7
#44 CC1(OC(=O)CCc2ccccc2)C(=O)C=C2C=C(c3ccc(C#N)cc3)N(c3ccccc3)C=C2C1=O (centres undefined)
    42% | 45% | 19% | -7% | -5%[11.7 µM] | -2% | 1% | -9% | 12% | -5
#45 Cc1ccc(S(=O)(=O)N2CCN(C(=O)c3cccs3)CC2)cc1
    9% | 0% | 5% | 0% | 1% | -16% | -6% | -14% | -1% | 2
#46 CCCCC1CCC(C(=O)N(CCOC)c2c(N)n(CCCC)c(=O)[nH]c2=O)CC1 (centres undefined)
    1% | -4% | -4% | -1% | . | 30% | 1% | . | . | -1

High-throughput results from PubChem BioAssay.
